Compound activity: PubChem, several laboratories
V-ATPase pHluor = regulators of yeast V-ATPase proton pumping, primary screen, pHLuorin cytosolic pH fluorescence | response, % at 10 µM | 350,000 tested, 0.37% active | S. cerevisiae; in the data active = response mostly above about 7.3%, no sharp cut-off; inactive = mostly below about 5.4%; also: actives read high; inactives centre near 0; some compounds called inactive have numbers as strong as hits; reference of the scale not given here
HTR5A inv ctr = HTR5A inverse agonists in luminescence cell assay, primary screen, counter-screen for OPRM1-OPRD1 heterodimer inverse agonist project, full-deck HTS. HTR5A cell line, inverse agonism. inhibition, % at 9.3 µM. 340,000 tested, 0.083% active; in the data active = inhibition mostly above about 23%, no sharp cut-off; inactive = mostly below about 18%;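 also: 0% = cells with DMSO and 100% = no-cell wells with DMSO; some compounds called inactive have numbers as strong as hits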
CAL PDZ FP = untagged CAL PDZ binding inhibitors, primary screen, biochemical, fluorescence polarization, HTS; inhibition, % at 24.9 µM; 300,000 tested, 0.92% active; purified CAL PDZ, TMR-peptide fluorescence polarization, 1 h; AID 602252, 2012; Golgi-associated PDZ and coiled-coil motif-containing protein (Homo sapiens), Q9HD26;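 active = mean inhibition of at least 30% with at least half of replicates also reaching 30%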;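 also: 0% = DMSO neutral control and 100% = excess unlabeled competitor peptide PRC23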
OPRM1-OPRD1 inv = inverse agonists of MOR-DOR heterodimerization, primary screen, cell-based, luminescence. cell-based MOR-DOR heterodimer luminescence, inverse agonism. 340,000 tested, 0.21% active. Mu-type opioid receptor (Homo sapiens) + Delta-type opioid receptor (Homo sapiens), …. inhibition, % at 9.3 µM; in the data active = inhibition above about 22%, passing the limit was not always enough;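 also: 0% = cells with DMSO and 100% = wells without cells with DMSO; values of inactives mirror those of a sister screen read the other way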
Target sequence (P35372 whole entry, looked up): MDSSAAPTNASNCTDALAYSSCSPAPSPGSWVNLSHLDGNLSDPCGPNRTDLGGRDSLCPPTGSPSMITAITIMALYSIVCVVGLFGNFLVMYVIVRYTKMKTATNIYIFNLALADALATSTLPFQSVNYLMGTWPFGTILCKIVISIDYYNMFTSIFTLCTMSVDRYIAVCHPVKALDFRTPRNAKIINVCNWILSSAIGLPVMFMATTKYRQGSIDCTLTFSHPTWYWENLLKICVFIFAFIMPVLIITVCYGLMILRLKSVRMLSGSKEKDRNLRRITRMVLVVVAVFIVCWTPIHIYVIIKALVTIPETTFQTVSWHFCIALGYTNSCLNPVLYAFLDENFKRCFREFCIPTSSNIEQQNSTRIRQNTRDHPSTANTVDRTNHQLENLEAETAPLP
Target sequence (P41143 whole entry, looked up): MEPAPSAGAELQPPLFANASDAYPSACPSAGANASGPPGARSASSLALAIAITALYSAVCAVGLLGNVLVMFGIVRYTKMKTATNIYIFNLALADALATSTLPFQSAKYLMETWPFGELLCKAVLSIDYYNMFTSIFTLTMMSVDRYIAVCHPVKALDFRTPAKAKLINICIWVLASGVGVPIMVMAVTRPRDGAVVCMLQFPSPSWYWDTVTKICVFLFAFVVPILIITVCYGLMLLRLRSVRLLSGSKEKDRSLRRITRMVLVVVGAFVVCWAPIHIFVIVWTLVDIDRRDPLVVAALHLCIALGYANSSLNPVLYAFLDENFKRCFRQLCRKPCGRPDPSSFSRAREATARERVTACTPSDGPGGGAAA
Cardiac RTF inh = cardiac RTF calcium sensitivity inhibitors, primary screen, biochemical, IANBD-TnC fluorescence, EC70 calcium. inhibition, % at 7.15 µM. AID 493244, 2011. IANBD-labeled cardiac RTF, Ca2+ fluorescence. 340,000 tested, 0.12% active;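 active = inhibition above the mean inhibition of all tested compounds plus 3 SD, cut at about 17% in these data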;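 also: assay run at fixed EC70 calcium of 1.6 mM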
HTR5A ag = HTR5A agonists in luminescence cell assay, primary screen, counter-screen for OPRM1-OPRD1 heterodimer agonist project, full-deck HTS; cell-based; 340,000 tested, 0.61% active; 5-hydroxytryptamine receptor 5A (Homo sapiens), P47898; activation, % at 9.3 µM; in the data active = activation mostly above about 9.5%, no sharp cut-off; inactive = mostly below about 7.6%;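 also: 0% = cells with vehicle only and 100% = reference agonist; strong numbers were not always called active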
Keap1-Nrf2 PPI = Keap1-Nrf2 protein-protein interaction inhibitors, primary screen, biochemical, fluorescence polarization, single point | 340,000 tested, 0.15% active | inhibition, % at 9.4 µM | Kelch-like ECH-associated protein 1 (Homo sapiens), Q14145 | Keap1 Kelch-Nrf2 peptide fluorescence polarization, 1536-well | AID 504523, 2011; in the data active = inhibition above about 12%;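 also: human Keap1 Kelch domain with fluorescein labeled Nrf2 9mer peptide probe; 0% = neutral control wells and 100% = peptide positive control; higher means more block of Keap1 binding to Nrf2 peptide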
cardiac RTF act = cardiac RTF calcium sensitivity activators, primary screen, biochemical, IANBD-TnC fluorescence, EC20 calcium | AID 493008, 2010 | 340,000 tested, 0.24% active | activation, % at 7.2 µM | IANBD-labeled TnC RTF fluorescence at EC20 calcium; 0% EC20 calcium, 100% full calcium | Troponin I, cardiac muscle (Homo sapiens) + Troponin T, cardiac muscle (Homo sapiens) + …;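 active = activation above the mean over all tested compounds plus 3 SD, cut at about 30% in these data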;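 also: rise in fluorescence read as greater calcium sensitivity of cardiac thin filaments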
LANA DNA inh = inhibitors of KSHV C-LANA binding to DNA, primary screen, biochemical, fluorescence polarization, FAM-LBS DNA, MBP-C-LANA, single point; inhibition, % at 9 µM; 340,000 tested, 0.078% active; AID 504423, 2011;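 active = highest replicate inhibition at or above 60% at 9 µM, even if other replicates fall short; inactive = all replicates below 60% inhibition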;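 also: 0% = neutral control wells and 100% = 4 µM acridine orange control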
OPRM1-OPRD1 ag = agonists of OPRM1-OPRD1 heterodimerization, primary screen, cell-based, luminescence; cells; activation, % at 9.3 µM; Mu-type opioid receptor (Homo sapiens) + Delta-type opioid receptor (Homo sapiens), …; 340,000 tested, 0.3% active; in the data active = activation above about 18%;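 also: 0% = vehicle-treated cells and 100% = reference agonist; values of inactives mirror those of a sister screen read the other way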
* marks the source's active call; other numbers are inactive results; . = no result given.

SMILES	V-ATPase pHluor	HTR5A inv ctr	CAL PDZ FP	OPRM1-OPRD1 inv	Cardiac RTF inh	HTR5A ag	Keap1-Nrf2 PPI	cardiac RTF act	LANA DNA inh	OPRM1-OPRD1 ag
COC(=O)c1cnc(Nc2cccc(C(F)(F)F)c2)c([N+](=O)[O-])c1	-3	-22	-5	-45	3	-2	-2	3	-0.2	8.9
Cc1cccc(N2CCN(C(=O)C3CCC(=O)N(Cc4ccccc4F)C3)CC2)c1C (configuration not stated)	-5	3	-1	-2	-4	2	0	0	0.0	0.4
COc1cc(NC(=O)N[C@@H](Cc2ccccc2)C(=O)O)cc(OC)c1	-2	-11	.	6	-9	-1	3	3	-0.1	-1.0
CCOC(=O)C1C(=O)OC(C)(C)C1C(C)C(=O)c1ccccc1 (configuration not stated)	-3	-7	-3	4	-7	2	0	6	0.2	-0.9
C[C@H](CO)N1C[C@H](C)[C@@H](CN(C)S(=O)(=O)c2cccs2)Oc2c(NC(=O)C3CC3)cccc2C1=O	6	-27	-1	10	1	9	6	-2	0.3	-1.7
O=C(CCc1ccccc1)NCCS(=O)(=O)N1CCN(c2ccccc2)CC1	2	-28	-1	10	-11	3	-2	-4	0.1	-1.6
FC(F)(F)c1cccc(NC(=S)NC2CCCC2)c1	2	0	-3	-18	-5	4	0	0	0.3	3.7
COc1cccc(NC(=O)Cn2c(=O)n(-c3cc(OC)c(OC)c(OC)c3)c(=O)c3ccccc32)c1	6	-10	-8	8	3	4	6	-1	-0.3	-1.5
CS(=O)(=O)N1N=C(c2ccco2)CC1c1ccc(Cl)cc1 (configuration not stated)	-5	10	-6	11	-11	-4	-2	-1	0.6	-1.9
CCOP(=O)(OCC)/C(=N/OC(=O)c1ccc(Cl)cc1Cl)C(N)=O	5	-9	-3	9	-6	4	-11	10	0.7	-1.6
CC(=O)Oc1ccc(N2C(=O)[C@@H]3[C@H](C2=O)[C@H]2c4ccccc4C=NN2[C@@H]3C(C)=O)cc1	0	9	-4	-5	-4	-3	-4	-2	0.5	0.9
O=C1c2cc(Cl)ccc2-c2c(O)cc(Cl)cc21	2	-10	2	-5	6	2	4	-2	-4.0	1.1
NS(=O)(=O)c1ccc(NC(=O)COC(=O)COc2ccc3ccccc3c2)cc1	-1	-7	0	3	2	3	-2	3	-0.1	-0.6
C[C@@H]1COC(=O)[C@@H](Cc2ccc(F)cc2)C/C=C\C[C@@H](CC(=O)N[C@H](CO)Cc2ccccc2)C(=O)N1	-1	-27	-3	12	-7	4	-2	0	-0.4	-2.5
O=C1CCCC2=C1C(c1ccncc1)Nc1ccccc1N2 (configuration not stated)	1	3	-2	2	-2	-1	5	0	1.0	-0.3
CC(C)NC(=O)C1CCCN(c2nnc(-n3cccc3)s2)C1 (configuration not stated)	-1	-40	.	1	-5	13	3	17	2.7	-0.1
COc1cccc(C(=O)Nc2cc(OC)ccc2NC(=O)c2ccco2)c1	6	-19	-4	1	-3	2	-4	6	-0.5	-0.3
C[C@H](CO)N1C[C@H](C)[C@@H](CN(C)Cc2ccc3c(c2)OCO3)Oc2c(NC(=O)Cc3ccccc3)cccc2C1=O	-4	21	-3	2	-8	-3	-3	10	-0.5	-0.4
CCOC(=O)c1cc(NC(=O)N(C(C)C)C2CCCCC2)c(C)nc1C	1	-8	.	8	4	2	0	1	-1.9	-1.9
Cc1cc(N2CC(C)OC(C)C2)n2cc(-c3ccccc3)nc2n1 (configuration not stated)	0	-5	-6	2	-4	2	-8	-1	-2.0	-0.5
C[C@H]1CN(C2CCCCC2)C(=O)[C@@H]1CC(=O)NCc1ccccc1	-1	-17	-1	6	-8	2	1	-4	-0.3	-1.0
COC(=O)C1=C(C(=O)c2ccccc2)C(c2cccs2)n2nnnc2N1 (configuration not stated)	2	7	-1	0	4	-3	-1	8	0.0	-0.1
O=C(CCC(=O)c1ccc(Cl)cc1)OCn1nnc2ccccc2c1=O	2	-12	-6	12	-4	5	-5	-5	0.6	-3.0
O=C(NCCCNC(=O)c1c(Cl)cccc1Cl)c1c(Cl)cccc1Cl	4	-9	6	7	-11	-2	2	-2	-1.5	-1.4
O=C(NCCN1CCOCC1)c1ccc2c(c1)N(Cc1ccc(F)cc1)C(=O)CS2	2	-12	.	10	2	4	-10	7	1.8	-1.7

By substructure: those above with a furan ring, fused or not (two)
SMILES	V-ATPase pHluor	HTR5A inv ctr	CAL PDZ FP	OPRM1-OPRD1 inv	Cardiac RTF inh	HTR5A ag	Keap1-Nrf2 PPI	cardiac RTF act	LANA DNA inh	OPRM1-OPRD1 ag
CS(=O)(=O)N1N=C(c2ccco2)CC1c1ccc(Cl)cc1 (configuration not stated)	-5	10	-6	11	-11	-4	-2	-1	0.6	-1.9
COc1cccc(C(=O)Nc2cc(OC)ccc2NC(=O)c2ccco2)c1	6	-19	-4	1	-3	2	-4	6	-0.5	-0.3

(next part)
SMILES	V-ATPase pHluor	HTR5A inv ctr	CAL PDZ FP	OPRM1-OPRD1 inv	Cardiac RTF inh	HTR5A ag	Keap1-Nrf2 PPI	cardiac RTF act	LANA DNA inh	OPRM1-OPRD1 ag
CC1CCCN(C(=O)c2ccc(S(=O)(=O)N3CCC(c4nc5ccccc5s4)CC3)cc2)C1 (configuration not stated)	-4	10	-3	8	3	-5	1	-13	-0.2	-1.3
CCOC(=O)C1CCN(Cc2ccc(OCc3ccccc3)cc2)CC1	7	5	-24	-5	-9	-2	1	4	-1.2	1.0
CCOc1ccc(N=c2cc(-c3ccc(OC)cc3)oc3ccccc23)cc1	-5	3	-1	-1	-15	-2	1	2	1.4	0.2
O=C1CCN(S(=O)(=O)c2ccccc2)CCN1CCOCc1ccccc1	1	5	-2	-1	-8	-1	-3	3	-0.2	0.1
CC1(C)C(=O)OC(c2ccc([N+](=O)[O-])cc2)C(C)(C)C1=O (configuration not stated)	1	14	-1	11	-6	-3	-6	-4	-0.5	-2.3
Cc1cc(OC(C)C(=O)NCc2ccccn2)c2c(C)c(Cc3ccccc3)c(=O)oc2c1 (configuration not stated)	-1	-19	2	8	0	4	4	-1	0.4	-1.6
CC(C)Oc1cccc(C(=O)C2CCCN(Cc3cnn(C(C)C)c3)C2)c1 (configuration not stated)	2	-6	-6	-14	14	2	-4	5	-1.2	2.4
CC1=Nc2cc(C(=O)N3CCCCC3)ccc2Sc2ccc(C)cc21	1	-33	-1	8	-10	5	-1	4	-0.6	-1.6
CC(OC(=O)C1=NNC(=O)CC1)C(=O)Nc1ncc(Cl)cc1Cl (configuration not stated)	2	17	.	8	-5	-3	-3	5	-1.3	-1.5
CCc1nc2ccccc2c(C(=O)OCCN2C(=O)c3ccccc3C2=O)c1C	-3	7	-5	5	-3	-3	2	-4	-0.3	-1.0
CC1CCc2sc(C(=O)N/N=C/c3ccc([N+](=O)[O-])cc3)cc2C1 (configuration not stated)	-1	-10	-3	1	-11	3	4	1	-0.5	-0.3
CCOC(=O)N1CCN(C(=O)c2ccc3c(=O)n(CCC4=CCCCC4)c(=S)[nH]c3c2)CC1	-1	-6	0	10	4	3	-1	-7	-0.3	-1.8
COc1ccc(C(=O)NC(=S)NNC(=O)c2ccccc2C)cc1	0	-25	-2	24	-8	5	-1	8	-2.4	-4.6
Cc1csc(=O)n1CCC(=O)N(C)Cc1c(F)cccc1Cl	2	4	0	10	2	-1	0	-2	2.0	-1.8
CC(=O)N[C@@H](CS)C(=O)O	-3	5	-1	2	-1	-1	-5	9	0.2	-0.3
CCn1c(-c2ccccc2)c[nH]c1=S	.	-4	-3	0	4	0	-2	3	0.3	-0.1
CC(C(=O)Nc1ccccc1)c1ccc(-c2ccccc2)c(F)c1 (configuration not stated)	5	-5	-3	-31	10	2	2	-6	-0.1	6.4
C=CCn1c(NC(=O)CC)c(C(=O)OCC)sc1=S	0	-1	2	8	10	2	-3	4	-1.4	-1.5
O=C(COC(=O)c1cnccn1)c1ccc(C2CCCCC2)cc1	-3	10	-2	-11	11	-3	-2	1	-0.8	1.5
CCn1c(Cc2cccn2C)nnc1SCC(=O)c1ccc(C)cc1	2	-18	3	8	1	-3	-4	1	-0.4	-1.3
CCOC(=O)CC(NS(=O)(=O)c1ccc(OC)c(OC)c1)c1cccc([N+](=O)[O-])c1 (configuration not stated)	0	-4	-1	12	-7	2	3	4	-0.6	-2.5
O=C(N/N=C/c1ccoc1)c1ccccc1	7	9	-1	9	-3	2	1	4	1.5	-2.6
COc1cccc(NC(=S)N(CCCN2CCOCC2)C(C)c2cc3cccc(OC)c3o2)c1 (configuration not stated)	-2	-12	4	16	-11	-2	-5	-3	-0.8	-3.2
Cc1ccc(C(C(=O)NC2CCCCC2)N(Cc2cccnc2)C(=O)c2csnn2)cc1 (configuration not stated)	1	18	.	4	-2	-7	-3	-3	-2.2	-0.5
Cc1c(NC(=O)c2ccc(F)c(S(=O)(=O)N3CCOCC3)c2)c(=O)n(-c2ccccc2)n1C	1	11	12	-8	-3	6	-5	0	0.7	1.4
SMILES	V-ATPase pHluor	HTR5A inv ctr	CAL PDZ FP	OPRM1-OPRD1 inv	Cardiac RTF inh	HTR5A ag	Keap1-Nrf2 PPI	cardiac RTF act	LANA DNA inh	OPRM1-OPRD1 ag
CC(C)CC1(C)N=C(c2ccccc2)C(=S)N1 (configuration not stated)	-1	11	-3	6	10	-4	-3	3	-15	-1.3
NC(=O)CN1CCOCCOCCN(CC(N)=O)CCOCC1	1	9	-1	15	-3	-4	-2	-4	0.1	-2.7
CC1CCCCC1NC(=O)COC(=O)c1ccc2ncsc2c1 (configuration not stated)	-2	1	-1	8	-3	0	4	1	1.1	-1.9
CCC(C)c1ccccc1OCCCNC1CCCC1 (configuration not stated)	-1	8	0	-11	-9	-2	-2	-4	-0.5	2.3
O=C(c1cc(-c2ccccc2)on1)N1CCN(Cc2ccc3c(c2)OCO3)CC1	1	22	-2	12	1	6	2	-2	-2.2	-2.0
Cc1ccc(Nc2nc3ccccc3n3cnnc23)cc1C	-1	17	-13	-8	-4	-5	3	-1	-1.1	1.8
O=c1c(OC2OC(CO)C(O)C(O)C2O)c(-c2ccc(O)c(O)c2)oc2cc(O)cc(O)c12 (configuration not stated)	-2	10	-10	3	-10	-4	-7	2	2.2	-0.5
COc1ccc(/C=C/c2nnc(NC(=O)C(C)C)s2)cc1	-1	9	.	5	4	-5	1	-5	0.7	-0.9
CC(C)N(Cc1cc2ccccc2[nH]c1=O)C(=O)c1cccnc1	1	-10	-3	13	-6	3	-3	-6	1.6	-2.4
O=C(O)CC1S/C(=N\N=C/c2ccccc2O)N(c2ccc(O)cc2)C1=O (configuration not stated)	0	0	-2	10	1	0	1	-1	-0.4	-1.7
O=C(NCc1cccc(Cl)c1)c1ccncc1	4	0	.	15	0	0	-8	5	-0.3	-3.0
